PglD inh: PglD (C. jejuni) enzyme inhibition | purified PglD enzyme, DTNB colorimetric CoA detection | inhibition, % at 12.5 µM | 360,000 tested, 0.098% active | AID 602405; in the data active means inhibition above about 16%, passing the limit was not always enough; further: strong numbers were not always called active
EWS-Fli block: blocks EWS/Fli oncoprotein-driven transcription | A673 NR0B1-luciferase reporter, viability-normalised | inhibition, % at 12.6 µM | 350,000 tested, 0.67% active | AID 651661;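 active means mean inhibition of at least 50% after viability correction, with every replicate also passing that limit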;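 further: firefly luciferase signal divided by Alamar Blue viability fluorescence both relative to DMSO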
PGC1a acetyl inh: modulators of PGC1a acetylation; 350,000 tested, 0.17% active; U2OS PGC1a acetylation, AlphaScreen anti-acetyl-lysine; with virally co-expressed GCN5 acetyltransferase; inhibition, % at 15.6 µM;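 active means every replicate shows inhibition of at least 40%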;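 further: 0% = neutral control wells and 100% = positive control wells; some results beyond the cut were filed as inactive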
S100A4 MyoIIA: blocks human S100A4 binding to myosin IIA peptide; P26447; S100A4/TAMRA-MyoIIA peptide fluorescence polarization; inhibition, % at 10.7 µM; 360,000 tested, 0.14% active;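 active means mean inhibition of at least 70% across replicates, with every replicate also reaching that level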
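Assay system: human S100A4 monomer with TAMRA-labelled myosin IIA peptide / Buffer or medium: Calcium-containing HEPES buffer, pH 7.2 / Reagent: TAMRA-labelled myosin IIA heavy-chain peptide probe, 5 nM / Compound: one dose per compound / Timing: polarization read 5 min after assay mix addition, stable 5–60 min / Benchmarks: neutral control DMSO, positive control TFP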
PAX8 inh HTS: inhibitors of PAX8 transcriptional activity in RMG-I cells; RMG-I TPO-luciferase reporter, SteadyGlo, 24 h; AID 652154; 360,000 tested, 1.2% active; inhibition, % at 12.6 µM;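 active means mean replicate inhibition at least 60% with every replicate also reaching 60%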;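 further: luciferase light reporting Pax8 driven TPO promoter activity; plate controls were median of neutral control wells for no effect and mitoxantrone controls for full effect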
ERAP1 HTS inh: ERAP1 (human) enzyme inhibition | recombinant ERAP1, Leu-AMC fluorescence, 60 min | inhibition, % at 10.7 µM | Q9NZ08 | AID 652197 | 340,000 tested, 0.15% active;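 active means mean replicate inhibition of at least 30%, or all replicates individually reaching that 30% level; inactive means mean below 30% and not every replicate reaching it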;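 further: 0% = neutral control wells and 100% = L-leucinethiol positive control wells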
Target sequence (Q9NZ08 whole entry, looked up): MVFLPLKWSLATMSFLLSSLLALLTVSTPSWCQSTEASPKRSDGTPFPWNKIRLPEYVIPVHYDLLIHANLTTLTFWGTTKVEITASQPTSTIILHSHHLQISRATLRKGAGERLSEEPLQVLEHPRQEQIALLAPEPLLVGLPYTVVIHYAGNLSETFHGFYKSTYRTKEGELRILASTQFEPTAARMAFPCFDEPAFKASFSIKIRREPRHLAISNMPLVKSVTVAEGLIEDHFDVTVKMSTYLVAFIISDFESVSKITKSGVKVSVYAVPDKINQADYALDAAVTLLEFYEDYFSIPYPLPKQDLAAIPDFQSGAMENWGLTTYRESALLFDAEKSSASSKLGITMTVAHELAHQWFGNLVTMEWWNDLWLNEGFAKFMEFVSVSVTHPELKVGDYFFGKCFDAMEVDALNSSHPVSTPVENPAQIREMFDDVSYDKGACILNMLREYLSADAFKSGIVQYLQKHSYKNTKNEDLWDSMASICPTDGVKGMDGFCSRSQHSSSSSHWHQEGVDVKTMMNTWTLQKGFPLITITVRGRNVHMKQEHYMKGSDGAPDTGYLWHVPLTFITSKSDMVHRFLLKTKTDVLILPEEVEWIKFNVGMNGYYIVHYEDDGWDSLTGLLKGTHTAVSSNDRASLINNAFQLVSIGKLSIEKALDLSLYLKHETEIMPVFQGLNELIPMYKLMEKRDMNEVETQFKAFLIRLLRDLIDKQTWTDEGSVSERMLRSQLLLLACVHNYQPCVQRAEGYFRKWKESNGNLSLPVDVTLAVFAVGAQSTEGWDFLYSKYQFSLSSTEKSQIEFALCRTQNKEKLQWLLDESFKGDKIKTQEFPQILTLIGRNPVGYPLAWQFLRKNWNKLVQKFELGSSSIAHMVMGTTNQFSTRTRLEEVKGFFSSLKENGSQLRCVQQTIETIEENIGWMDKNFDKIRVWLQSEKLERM
FN deposit inh: fibronectin deposition inhibition; 350,000 tested, 0.086% active; inhibition, % at 12.6 µM; AID 743247; AH1F fibroblasts, Alexa488-fibronectin deposition fluorescence, overnight;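 active means mean inhibition across replicates of 30% or more, regardless of how many single replicates reach that level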;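 further: positive control wells lacked labelled fibronectin entirely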
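Material: AH1F fibroblast monolayer depositing Alexa488-labelled fibronectin into matrix / Amount: 10000 AH1F cells per well / Signal: fluorescence 485/525 nm / Medium: DMEM, 2% serum / Compound: single dose, pinned / Incubation: 1 h cell adhesion before compound, then overnight fibronectin incubation / Reagent: Alexa488-FN, 24 nM final / Read-out: inhibition of fibronectin deposition signal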
LGR2 antag: blocks bursicon-induced cAMP signaling via Drosophila LGR2 | HEK293 LGR2, CRE-luciferase, bursicon-stimulated, 4 h | inhibition, % at 9.99 µM | 380,000 tested, 0.35% active;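 active means drop in luminescence signal, shown as inhibition above about 50% in the replicate tests, limit read from the data, passing the limit was not always enough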;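 further: agonist challenge used bursicon conditioned medium at about half maximal strength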
* hit, by the source's call; nt = not tested or not shown; & = joins results of further samples; ! = a repeat was not active.

Letters: A = PglD inh; B = EWS-Fli block; C = PGC1a acetyl inh; D = S100A4 MyoIIA; E = PAX8 inh HTS; F = ERAP1 HTS inh; G = FN deposit inh; H = LGR2 antag
1	COc1ccc(NC(=O)c2cccc(S(=O)(=O)N3CCCCC3)c2)c(OC)c1
  A: 1	B: nt	C: -1	D: 0	E: 8	F: 0	G: 4	H: -7
2	COc1ccc2c(c1)[C@@]1(OCCC=C[C@H]1C)C(=O)N2C/C=C(\C)CCC=C(C)C
  A: nt	B: 2	C: nt	D: -8	E: -13	F: 0	G: -7	H: 5
3	Cc1noc(C)c1NC(=O)Nc1ccc2c(c1)CC(=O)N([C@@H](C)CO)C[C@H](C)[C@@H](CN(C)CC1CC1)O2
  A: 0	B: -8	C: -6	D: -2	E: -1	F: 6	G: 2	H: -4
4	COc1ccc(N2C(=O)CC(c3ccc(OC(C)C)cc3)C2=O)cc1 (stereo not given)
  A: 0	B: -1	C: -9	D: -1	E: 8	F: 2	G: -12	H: 6
5	O=C([C@H]1[C@H](CO)[C@H]2Cn3c(cccc3=O)[C@@H]1N2C(=O)c1ccc(F)cc1)N1CCCCC1
  A: -3	B: -2	C: 3	D: -2	E: -5	F: 2	G: nt	H: -2
6	COc1cccc(-c2ccc(CC[C@H]3O[C@H]4CC[C@H](CO)O[C@H]4C[C@@H]3NS(C)(=O)=O)cc2)c1
  A: nt	B: -9	C: -11	D: -19	E: -5	F: nt	G: nt	H: nt
7	O=C(CCl)Nc1nc(-c2ccco2)c(-c2ccco2)s1
  A: nt	B: 8	C: nt	D: 2	E: -15	F: 3	G: -15	H: nt
8	C[C@H](CO)N1C[C@H](C)[C@@H](CN(C)Cc2ccc(-c3ccccc3)cc2)Oc2ccc(NC(=O)CCN3CCOCC3)cc2C1=O
  A: -2	B: nt	C: 5	D: -10	E: -26	F: -1	G: nt	H: nt
9	CCN(CC)C(=O)c1[nH]cnc1C(=O)NCc1ccc(CNC(=O)OC(C)(C)C)cc1
  A: 1	B: 4	C: nt	D: 10	E: 26	F: -2	G: -2	H: 1
10	O=C(Nc1ccc(Br)cc1)c1ccc(F)c(S(=O)(=O)N2CCN(c3ccccn3)CC2)c1
  A: nt	B: 59*	C: 9	D: 2	E: 40	F: -2	G: 3	H: 8

(continued)
Letters: A = PglD inh; B = EWS-Fli block; C = PGC1a acetyl inh; D = S100A4 MyoIIA; E = PAX8 inh HTS; F = ERAP1 HTS inh; G = FN deposit inh; H = LGR2 antag
11	S=C1N(c2ccccc2)C(c2ccc(Cl)cc2)N2CCCN12 (stereo not given)
  A: 2	B: nt	C: 2	D: nt	E: 11	F: nt	G: 4	H: nt
12	Cc1ccc(N2C(=O)C3C(C2=O)C2C=CC3C23CC3)cc1 (stereo not given)
  A: 5	B: nt	C: 1	D: nt	E: -20	F: nt	G: 8	H: nt
13	CC(C)(C)CC(=O)Nc1nn[nH]n1
  A: nt	B: 11	C: nt	D: -4	E: 9	F: -1	G: -1	H: 12
14	NC(=O)COc1cccc2cccnc12
  A: -2	B: 8	C: 12	D: -1	E: nt	F: -8	G: nt	H: -1
15	CCN(CC(=O)NCc1cccs1)C(=O)C1CC(=O)N(c2ccc(OC)cc2OC)C1 (stereo not given)
  A: -4	B: -1	C: 11	D: -2	E: -11	F: 3	G: -7	H: 9
16	O=C(NCC(c1cccs1)N1CCOCC1)C1CCN(S(=O)(=O)c2cccc(C(F)(F)F)c2)CC1 (stereo not given)
  A: nt	B: 3	C: nt	D: 47	E: 30	F: 4	G: -4	H: 8
17	COc1ccc(NC(=O)N(C)C[C@@H]2OCCCC[C@H](C)Oc3ccc(NC(=O)Nc4c(C)noc4C)cc3C(=O)N([C@@H](C)CO)C[C@@H]2C)cc1
  A: -2	B: 5	C: 12	D: 20	E: 9	F: -2	G: nt	H: 20
18	C[C@H]1CN([C@@H](C)CO)C(=O)Cc2cc(NC(=O)Nc3ccc4c(c3)OCO4)ccc2O[C@@H]1CN(C)S(=O)(=O)c1cccs1
  A: 0	B: 3	C: -6	D: nt	E: -15	F: nt	G: nt	H: -2
19	CCCNC(=O)N(C)C[C@H]1Oc2ncc(C#Cc3ccccc3F)cc2C(=O)N([C@@H](C)CO)C[C@H]1C
  A: -2	B: -2	C: -1	D: 3	E: nt	F: 2	G: 11	H: 1
20	CC(=O)Nc1ccc(N(C(=O)CNC(=O)c2ccco2)C(C(=O)NCc2ccco2)c2ccccc2)cc1 (stereo not given)
  A: 5	B: -1	C: 12	D: 4	E: 20	F: nt	G: -4	H: 4

Additional results
Letters: A = PglD inh; B = EWS-Fli block; C = PGC1a acetyl inh; D = S100A4 MyoIIA; E = PAX8 inh HTS; F = ERAP1 HTS inh; G = FN deposit inh; H = LGR2 antag
21	Cn1cnc(S(=O)(=O)N2CCCCC2c2cc(C(=O)Nc3cccc(C#N)c3)no2)c1 (stereo not given)
  A: -2	B: -22	C: -15	D: 2	E: -6	F: -4	G: 5	H: 4
22	COc1ccc(NC(C)=O)cc1CP(=O)(c1ccccc1)c1ccccc1
  A: 4	B: -1	C: 4	D: 2	E: -2	F: -3	G: 3	H: 6
23	Cc1ccc(NC(=O)CNC(=O)c2cccs2)nc1
  A: 0	B: -6	C: nt	D: -4	E: nt	F: -2	G: 4	H: 17
24	COc1cccc(CNS(=O)(=O)c2cc3c4c(c2)CCN4C(=O)CC3)c1
  A: 6	B: -4	C: nt	D: -4	E: 1	F: 3	G: 0	H: 7
25	CS(=O)(=O)c1ccc(C(=O)OCC(=O)NC(=O)C2COc3ccccc3O2)cc1[N+](=O)[O-] (stereo not given)
  A: 0	B: 5	C: 4	D: 1	E: 14	F: -1	G: 6	H: 12
26	Cn1cc(S(=O)(=O)NC[C@H]2O[C@@H](n3ccc(=O)[nH]c3=O)[C@H](O)[C@@H]2O)cn1
  A: 6	B: 1	C: 11	D: -4	E: -4	F: 1	G: 5	H: -15
27	Cc1cc(=O)c2ccccc2s1
  A: -1	B: 16	C: 24	D: -2	E: nt	F: 0	G: nt	H: -29
28	CCCCN1C(=O)C(=O)NC[C@H]1Cc1cccc2ccccc12
  A: nt	B: -3	C: nt	D: -3	E: 5	F: 0	G: -14	H: 10
29	COc1ccc(NC(=S)N2CCC3CC2c2cc(-c4ccc5c(c4)OCO5)ccc23)c(OC)c1 (stereo not given)
  A: 1	B: 10	C: -28	D: -7	E: 15	F: nt	G: 3	H: 2
30	O=C(c1ccccc1)N1CCCC(C(=O)N2CCN(c3ccccc3)CC2)C1 (stereo not given)
  A: nt	B: 3	C: 1	D: -9	E: 14	F: 4	G: -7	H: 2

Next section.
Letters: A = PglD inh; B = EWS-Fli block; C = PGC1a acetyl inh; D = S100A4 MyoIIA; E = PAX8 inh HTS; F = ERAP1 HTS inh; G = FN deposit inh; H = LGR2 antag
31	CC(C)CC1Nc2ncnc(N3CCN(c4ccccc4)CC3)c2N(Cc2ccc(Cl)cc2)C1=O (stereo not given)
  A: 0	B: -128	C: -11	D: -6	E: 25	F: 2	G: -9	H: 17
32	O=C(c1ccc(F)cc1)C1CCN(Cc2cn[nH]c2-c2ccccc2)CC1
  A: nt	B: 0	C: 4	D: -1	E: 22	F: 9	G: -4	H: 17
33	CCCCNC(=O)c1nc(-c2cccnc2OC)oc1-c1ccc(Cl)cc1
  A: nt	B: 20	C: nt	D: 0	E: -26	F: 1	G: 3	H: -6
34	CCOC(=O)Cn1c2ccccc2n2nc(CCC(=O)O)c(=O)nc12
  A: 1	B: -7	C: -14	D: -1	E: 3	F: -7	G: 0	H: 5
35	Cc1cccc(NC(=O)NNC(=O)c2ccc(C)c([N+](=O)[O-])c2)c1
  A: 4	B: 8	C: 2	D: 7	E: -3	F: -1	G: -6	H: -1
36	Cc1ccc(S(=O)(=O)Nc2ccc(N3CCCCC3)cc2)cc1
  A: -2	B: 5	C: -24	D: -6	E: 2	F: -3	G: 3	H: -34
37	Cc1noc(C)c1NC(=O)N(C)C[C@@H]1Oc2c(NC(=O)CCCCCC(=O)Nc3ccccc3N)cccc2C(=O)N([C@H](C)CO)C[C@@H]1C
  A: nt	B: -9	C: 3	D: 23	E: nt	F: 1	G: -3	H: -6
38	O=C(c1ccc(F)cc1)N1C[C@@H]2N[C@H](C1)C2c1ccc(-c2ccc(F)cc2)cc1 (stereo not given in full)
  A: nt	B: 0&-3	C: -4&-14	D: 4&3	E: 84*!	F: 1&-1	G: -3&10	H: -4&-8
39	CO[C@@H]1CN(C)C(=O)c2cc(NC(C)=O)ccc2OC[C@H](C)NC[C@H]1C
  A: 3	B: 7	C: 4	D: -4	E: -11	F: 7	G: nt	H: 6
40	C[C@H](CO)N1C[C@H](C)[C@@H](CN(C)S(=O)(=O)c2ccc(F)cc2)Oc2ccc(N(C)C)cc2CC1=O
  A: 3	B: -13	C: 0	D: 16	E: 0	F: 0	G: nt	H: 21

Next section.
Letters: A = PglD inh; B = EWS-Fli block; C = PGC1a acetyl inh; D = S100A4 MyoIIA; E = PAX8 inh HTS; F = ERAP1 HTS inh; G = FN deposit inh; H = LGR2 antag
41	COCCNC(=O)C[C@H]1C[C@H]2c3cc(NC(=O)Nc4ccccc4)ccc3O[C@H]2[C@H](CO)O1
  A: 1	B: 0	C: -8	D: 1	E: -3	F: -1	G: 2	H: -15
42	CN1CCN(c2ccc(Cl)cc2NC(=O)CN2C(=O)NC(C)(c3ccccc3)C2=O)CC1 (stereo not given)
  A: 0	B: 2	C: 24	D: -4	E: -4	F: -1	G: -8	H: 9
43	CC(Nc1nc(Nc2ccc(F)cc2)nc(SCC(N)=O)n1)c1ccccc1 (stereo not given)
  A: 0	B: 8	C: -2	D: -2	E: -2	F: -1	G: -15	H: 12
44	CCNC(=O)[C@@H]1[C@@H](CO)[C@@H]2Cn3c(ccc(-c4ccc(F)cc4)c3=O)[C@H]1N2C
  A: 6	B: 14	C: 3	D: 0	E: -3	F: 9	G: nt	H: -22

Compound activity from PubChem.
